Compound activity (PubChem)
BH1578 lux ind – inducers of Vibrio cholerae quorum light production without autoinducers, primary screen, BH1578 luxS cqsA deficient, single point; V. cholerae BH1578 lux reporter, luminescence, 6 h; activation, % at 18.7 µM; 0.16% of 350,000 active; AID 588436, 2011; in the data active = activation mostly above about 9.7%, no sharp cut-off; inconclusive = no clear call, values can overlap the other calls; inactive = mostly below about 3.7%; also: not every result past the cut was called active; inactives centre near 0; reference of the scale not given here
PfHsp40 yeast – rescue of yeast from PfHsp40 toxicity, primary screen, S. cerevisiae, ATP luminescence | S. cerevisiae expressing PfHsp40, growth rescue | growth rescue, % at 12.5 µM | 0.68% of 340,000 active; in the data active = growth rescue above about 28%, passing the limit was not always enough; inconclusive = no clear call, values can overlap the other calls;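 also: yeast W303a lacking pdr1 and pdr3 grown in galactose medium; growth measured after three days at 30 °C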
PriA SSB inh – inhibitors of Klebsiella pneumoniae PriA binding to SSB C-terminal tail, primary screen, biochemical, AlphaScreen; PriA–SSB C-terminal tail interaction (Klebsiella pneumoniae); AlphaScreen SSBct-PriA binding, biotinylated peptide; inhibition, % at 33 µM; 0.6% of 430,000 active; in the data active = inhibition mostly above about 37%, no sharp cut-off; inactive = mostly below about 20%;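 also: plate controls were negative control peptide for no effect and reference peptide for full effect; strong numbers were not always called active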
Y pestis TopoI – Yersinia pestis topoisomerase I inhibitors, primary screen, biochemical, cleavage product accumulation, plate reader, single point | 0.064% of 360,000 active | DNA topoisomerase I (Yersinia pestis CO92) | activity, % at 10 µM | Y. pestis Topo-I cleavage product accumulation; in the data active = activity above about 50%, passing the limit was not always enough; inconclusive = no clear call, values can overlap the other calls; also: inactives centre near 2
3CLpro inhibitor – SARS-CoV 3CLpro protease inhibitors, primary screen, biochemical, quenched FRET; recombinant SARS-CoV 3CLpro, quenched FRET peptide cleavage; inhibition, % at 6 µM; 0.14% of 290,000 active; AID 1706, 2009; in the data active = inhibition above about 12%
Rv3671c inh – Rv3671c serine protease inhibitors, primary screen, biochemical, fluorescence polarization, M. tuberculosis H37Rv; P9WHR9; AID 2606, 2010; inhibition, % at 5.96 µM; 0.048% of 320,000 active; in the data active = inhibition above about 38%;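 also: extracellular domain of Rv3671c used as enzyme; 0% = enzyme with DMSO and 100% = no enzyme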
MazEF act – activators of E. coli MazEF toxin-antitoxin RNase, primary screen, biochemical, fluorescence, uHTS | Endoribonuclease toxin MazF (Escherichia coli (strain K12)), P0AE70 | activation, % at 20 µM | FAM/BHQ RNA-DNA oligo cleavage fluorescence, 5 h | AID 504720, 2011 | 0.32% of 350,000 active; in the data active = activation above about 50%
Target sequence (P0AE70 whole entry, looked up): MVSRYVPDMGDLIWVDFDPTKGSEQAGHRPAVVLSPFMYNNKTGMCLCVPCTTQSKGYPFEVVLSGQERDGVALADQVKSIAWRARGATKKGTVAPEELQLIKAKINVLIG
Anthrax LF inh2 – Bacillus anthracis LF protease inhibitors, primary screen, biochemical, multiplex microsphere, MLPCN library; Lethal factor (Bacillus anthracis), P15917; multiplex microsphere protease cleavage assay; inhibition, % at 10 µM; 0.12% of 360,000 active; in the data active = inhibition above about 30%; inconclusive = no clear call, values can overlap the other calls; also: plate controls were buffer without enzyme for full effect and enzyme alone for no effect
Target sequence (P15917 whole entry, looked up): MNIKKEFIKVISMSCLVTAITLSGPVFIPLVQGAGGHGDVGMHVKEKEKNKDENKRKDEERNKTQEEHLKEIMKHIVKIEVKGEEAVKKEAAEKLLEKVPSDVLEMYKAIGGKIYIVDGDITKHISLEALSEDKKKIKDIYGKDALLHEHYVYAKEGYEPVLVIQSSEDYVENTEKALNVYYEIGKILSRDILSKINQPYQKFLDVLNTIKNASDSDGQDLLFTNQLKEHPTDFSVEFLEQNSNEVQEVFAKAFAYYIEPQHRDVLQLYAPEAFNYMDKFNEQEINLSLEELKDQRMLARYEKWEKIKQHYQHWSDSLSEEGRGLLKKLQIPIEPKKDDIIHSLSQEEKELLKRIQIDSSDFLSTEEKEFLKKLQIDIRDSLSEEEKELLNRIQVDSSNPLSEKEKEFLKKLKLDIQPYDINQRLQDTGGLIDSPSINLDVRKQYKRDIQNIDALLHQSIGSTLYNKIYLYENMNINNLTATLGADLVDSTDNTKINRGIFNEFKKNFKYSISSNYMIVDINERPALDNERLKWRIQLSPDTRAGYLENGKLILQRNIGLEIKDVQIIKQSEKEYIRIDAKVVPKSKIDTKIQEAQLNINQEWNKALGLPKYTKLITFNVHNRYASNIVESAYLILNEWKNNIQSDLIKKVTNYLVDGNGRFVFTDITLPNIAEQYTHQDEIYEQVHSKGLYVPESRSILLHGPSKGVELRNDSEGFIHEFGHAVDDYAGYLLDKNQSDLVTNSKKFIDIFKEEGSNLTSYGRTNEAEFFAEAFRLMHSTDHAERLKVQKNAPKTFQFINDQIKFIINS
DUSP3 inh – VHR1 phosphatase inhibitors, primary screen, biochemical, absorbance, uHTS; recombinant VHR phosphatase, pNPP absorbance; inhibition, % at 13.3 µM; 0.52% of 290,000 active; AID 1654, 2009; in the data active = inhibition above about 50%; also: some compounds called inactive have numbers as strong as hits
TcdB GH inh – TcdB glycohydrolase inhibitors, primary screen, biochemical, single point, plate reader; TcdB glycohydrolase enzymatic assay; inhibition, % at 9.99 µM; 0.24% of 350,000 active; AID 652162, 2013; in the data active = inhibition above about 10%
* hit, by the source's call; i = inactive; u = inconclusive; x = not tested or not shown.

SMILES	BH1578 lux ind	PfHsp40 yeast	PriA SSB inh	Y pestis TopoI	3CLpro inhibitor	Rv3671c inh	MazEF act	Anthrax LF inh2	DUSP3 inh	TcdB GH inh
CCOc1ccccc1C(=O)N/N=C/c1coc2ccc(C)cc2c1=O	1.3	-0.2	i	-1	-3	x	4	-3	15	-0.1
Cc1ccc(Cl)cc1N(C(=O)c1csnn1)C(C(=O)NC1CCCC1)c1ccco1 (stereo not drawn)	-0.3	0.4	-2	18	0	-3	-2	16	-1	1.8
CCC(=O)N1CCN(c2ccc(NC(=O)c3ccc(N4CCCC4)c([N+](=O)[O-])c3)cc2)CC1	-0.3	-0.5	14	-1	4	5	5	-1	-7	0.3
CCOC(=O)N1CCN(S(=O)(=O)c2cccc3nsnc23)CC1	-0.5	-0.6	-12	-1	2	-4	0	-4	2	x
Cc1cccc(-c2c3c(nc4c2c(=O)n(C)c(=O)n4C)-c2ccccc2C3O)c1 (stereo not drawn)	i	u	4	5	x	7	23	-6	x	0.1
Cc1ccc(S(=O)(=O)NC(=O)Nc2cccc(C)n2)cc1	-0.4	x	-13	-2	1	3	8	u	14	0.6
Cc1nnc(Sc2cc(C(=O)NCCCOC(C)C)c3ccccc3n2)s1	-0.3	0.9	-12	11	-1	0	-2	-4	1	1.4
Cc1ccc(NS(=O)(=O)c2ccc(C(=O)NCc3ccncc3)cc2)cc1	i	-0.1	-4	-1	x	10	3	-3	x	6.7
CCCCCCOC(=O)/C=C/c1c(C)[nH]c(=O)[nH]c1=O	i	16	-12	7	-4	-4	5	5	-13	x
O=C(NNC(=O)c1nn(-c2ccc(F)cc2)ccc1=O)Nc1cccc(Cl)c1	-0.4	0.4	-9	2	-1	-11	-11	-7	10	-0.7

In another format: 2 of the compounds above
smiles | BH1578 lux ind | PfHsp40 yeast | PriA SSB inh | Y pestis TopoI | 3CLpro inhibitor | Rv3671c inh | MazEF act | Anthrax LF inh2 | DUSP3 inh | TcdB GH inh
Cc1ccc(NS(=O)(=O)c2ccc(C(=O)NCc3ccncc3)cc2)cc1 | i | -0.1 | -4 | -1 | x | 10 | 3 | -3 | x | 6.7
CCOC(=O)N1CCN(S(=O)(=O)c2cccc3nsnc23)CC1 | -0.5 | -0.6 | -12 | -1 | 2 | -4 | 0 | -4 | 2 | x

Following part:
SMILES	BH1578 lux ind	PfHsp40 yeast	PriA SSB inh	Y pestis TopoI	3CLpro inhibitor	Rv3671c inh	MazEF act	Anthrax LF inh2	DUSP3 inh	TcdB GH inh
Cc1[nH][nH]c(=O)c1C(c1ccc([N+](=O)[O-])cc1)c1c(C)[nH][nH]c1=O	i	-0.9	-3	-1	3	2	4	-1	-13	-1.0
COCCn1c(=NC(=O)C2COc3ccccc3O2)sc2cc(S(N)(=O)=O)ccc21 (stereo not drawn)	0.1	-1.3	-3	6	1	6	-4	-3	6	0.9
Cn1c(C(O)c2ccc3c(c2)OCO3)nc2ccccc21 (stereo not drawn)	-0.7	-1.4	-2	4	1	2	2	-2	6	x
O=C(COC(=O)c1cccc(C(=O)OCC(=O)NCc2ccc(F)cc2)n1)NCc1ccc(F)cc1	-0.3	-0.9	0	-5	-3	1	7	-1	-11	0.8
Cc1c(C(=O)N2CCN(c3ccccc3)CC2)sc2ncnc(N3CCN(c4ccccn4)CC3)c12	-1.2	0.3	-10	19	1	3	2	7	12	6.0
Cc1c(C)c(C)c(C(=O)c2ccc(NC(=O)c3ccccc3C(=O)O)cc2)c(C)c1C	-2.1	0.7	16	2	6	2	7	0	2	-0.2
COC(=O)C(C)NC(=O)COc1ccc2ccccc2c1 (stereo not drawn)	-0.2	-0.6	-12	-13	4	7	-2	7	9	1.8
Cc1ccc(Cn2ccsc2=NC(=O)COC(=O)c2ccc(NC(=O)CC#N)cc2)cc1	-5.3	-1.6	-24	14	x	17	-17	-2	x	1.4
Nc1ncncc1-c1ccc([N+](=O)[O-])cc1	-10	1.2	-1	4	-1	6	2	-2	32	0.2
CC1(C)N=C(c2ccccc2)C(=O)N1	-0.6	-1.4	9	-5	0	7	3	-3	19	x
Nc1nonc1-n1nnc(C(=O)N/N=C/c2cccc(O)c2)c1CN1CCCC1	31*	-0.7	x	-1	-2	x	2	-4	-2	1.7
COc1ccc(OC)c(NC(=S)NCc2ccccc2OC)c1	-0.3	0.1	12	11	3	-3	-9	-1	20	1.5
CC(C)[C@H](NC(=O)c1ccccc1Cl)C(=O)NC1CCCCCC1	i	-0.1	-9	4	2	4	8	-7	11	1.7
CCOC(=O)N1CCN(S(=O)(=O)N2CCCC(C(=O)NCc3cc(Br)ccc3OC)C2)CC1 (stereo not drawn)	-1.3	x	x	28	x	x	1	-1	x	0.3
COc1cc(CN2CCNC(=O)C2CC(=O)O)cc(OC)c1 (stereo not drawn)	i	0.3	-17	5	-1	4	10	-7	3	0.9
Cc1ccc(NC(=S)/C(=C(\[O-])c2ccc(Cl)s2)[n+]2cccc(CO)c2)cc1C	-2.1	0.0	x	22	-1	1	10	1	20	0.0
COC(=O)c1ccccc1S(=O)(=O)N1CCC(C(=O)NCCC2=CCCCC2)CC1	-10	-0.4	-6	10	x	-4	6	-2	x	1.3
Cc1ccc(NC(=O)c2ccc(=O)[nH]n2)cc1C	i	1.6	-9	-1	-5	-3	6	-3	-12	0.4
NC(=O)CSc1ncnc2c1oc1ccccc12	-0.2	0.5	-1	2	-4	-5	1	-9	46	0.2
O=C(NCc1cccc(Cl)c1)C1CCCN(c2ncnc3c2nc2n3CCCCC2)C1 (stereo not drawn)	-0.3	-0.3	-1	16	-4	-9	2	0	18	1.8
Cn1ccnc1SCC(=O)n1c2c(c3ccccc31)CCCC2	-0.6	5.8	29	2	2	1	4	-2	7	x
COc1cc(C(=O)OCC(=O)NCc2ccccc2)cc(NC(=O)c2ccco2)c1OC	-3.9	1.2	-5	3	1	3	8	0	15	x
COc1cc2c(cc1OC)C(CC(=O)O)N(C(=O)CC1CCCC1)CC2 (stereo not drawn)	i	-0.2	-1	6	-2	2	4	-7	-36	-1.5
Cc1cc(C)c2nc3nc(C)cc(C)c3c(N)c2c1	i	3.5	21	-20	-24	-10	2	-7	-9	2.9
O=C(NNC1CC(=O)N(c2cccc(Cl)c2)C1=O)c1cccnc1 (stereo not drawn)	-0.1	15	3	-1	-2	-3	0	-1	0	x
Clc1ccc(Cc2nc(-c3ccncc3)no2)cc1	0.1	0.3	-33	-1	4	-5	5	-2	6	1.1
CCOC(=O)c1c(-c2ccccc2)oc2ccc(O)c(CN(C)C)c12	-9.1	-1.8	-7	-4	0	-7	13	-1	22	x
COc1ccc(S(=O)(=O)N(CC(=O)N2CCN(C)CC2)c2ccc(C)cc2)cc1Br	i	-1.1	-2	23	0	x	6	2	13	1.6
O=S(=O)([N-]c1nc2ccccc2nc1-[n+]1ccccc1)c1ccc(F)cc1	-1.1	0.6	-3	3	4	2	-1	-2	15	0.6
CCOC(=O)c1c(S(=O)(=O)NCCc2cccs2)c(C)n(C)c1C	-0.5	0.7	8	7	4	-5	1	-4	4	0.1
CCOc1ccc(C2c3[nH]c4ccccc4c3CCN2Cc2cn(CC)nc2C)cc1 (stereo not drawn)	i	-0.8	-21	1	4	-5	3	-2	31	-0.4
CC(=O)c1cn(CC(=O)NCc2ccco2)c2ccccc12	-6.2	-0.9	-2	-5	-4	2	-3	-5	27	x
Cc1ccnc(Sc2ncccc2[N+](=O)[O-])n1	i	-1.1	5	3	-2	5	2	-1	6	x
O=C(O)c1ccc(-n2nnnc2SCc2ccccc2)cc1	-0.7	1.0	-4	-2	7	7	-11	4	10	x
CC1=C(/C=C/C(C)=C/C=C/C(C)=C/CO)C(C)(C)CCC1	-0.4	-0.5	-4	8	x	-3	-25	9	x	-12
COCCN(C(=O)CCSc1ccc(F)cc1)c1c(N)n(Cc2ccccc2)c(=O)[nH]c1=O	-2.0	-0.2	-4	11	x	3	3	1	x	0.4
CC[C@]12c3[nH]c4ccc(Cl)cc4c3CCN1C(=O)[C@@H](CC(=O)NCCCOC)C[C@@H]2C(=O)N1CCN(C(=O)c2ccco2)CC1	0.2	-0.1	-2	21	x	x	2	-2	x	1.1
COc1ccc(S(=O)(=O)N2CCOCC2)cc1C(=O)NCc1c(C)nn(Cc2ccccc2)c1C	-0.3	-0.1	15	21	x	x	4	-3	x	2.0
CCC1CCCCN1CCCNC(=O)C1CCN(S(=O)(=O)N2CCCCC2)CC1 (stereo not drawn)	i	1.8	-12	34	-3	-11	-2	2	34	x
CCSc1nnc(NC(=O)CSc2nccn2-c2cccc(C)c2)s1	-0.9	0.9	10	31	6	3	1	-7	18	x

Reformatted: entries from further up.
Compound | BH1578 lux ind | PfHsp40 yeast | PriA SSB inh | Y pestis TopoI | 3CLpro inhibitor | Rv3671c inh | MazEF act | Anthrax LF inh2 | DUSP3 inh | TcdB GH inh
CCOC(=O)c1c(-c2ccccc2)oc2ccc(O)c(CN(C)C)c12 | -9.1 | -1.8 | -7 | -4 | 0 | -7 | 13 | -1 | 22 | x
COc1ccc(S(=O)(=O)N(CC(=O)N2CCN(C)CC2)c2ccc(C)cc2)cc1Br | i | -1.1 | -2 | 23 | 0 | x | 6 | 2 | 13 | 1.6
O=S(=O)([N-]c1nc2ccccc2nc1-[n+]1ccccc1)c1ccc(F)cc1 | -1.1 | 0.6 | -3 | 3 | 4 | 2 | -1 | -2 | 15 | 0.6
CCOC(=O)c1c(S(=O)(=O)NCCc2cccs2)c(C)n(C)c1C | -0.5 | 0.7 | 8 | 7 | 4 | -5 | 1 | -4 | 4 | 0.1
CCOc1ccc(C2c3[nH]c4ccccc4c3CCN2Cc2cn(CC)nc2C)cc1 (stereo not drawn) | i | -0.8 | -21 | 1 | 4 | -5 | 3 | -2 | 31 | -0.4
CC(=O)c1cn(CC(=O)NCc2ccco2)c2ccccc12 | -6.2 | -0.9 | -2 | -5 | -4 | 2 | -3 | -5 | 27 | x
Cc1ccnc(Sc2ncccc2[N+](=O)[O-])n1 | i | -1.1 | 5 | 3 | -2 | 5 | 2 | -1 | 6 | x
O=C(O)c1ccc(-n2nnnc2SCc2ccccc2)cc1 | -0.7 | 1.0 | -4 | -2 | 7 | 7 | -11 | 4 | 10 | x
CC1=C(/C=C/C(C)=C/C=C/C(C)=C/CO)C(C)(C)CCC1 | -0.4 | -0.5 | -4 | 8 | x | -3 | -25 | 9 | x | -12
COCCN(C(=O)CCSc1ccc(F)cc1)c1c(N)n(Cc2ccccc2)c(=O)[nH]c1=O | -2.0 | -0.2 | -4 | 11 | x | 3 | 3 | 1 | x | 0.4
CC[C@]12c3[nH]c4ccc(Cl)cc4c3CCN1C(=O)[C@@H](CC(=O)NCCCOC)C[C@@H]2C(=O)N1CCN(C(=O)c2ccco2)CC1 | 0.2 | -0.1 | -2 | 21 | x | x | 2 | -2 | x | 1.1

Some of the compounds tested; the hit share may differ from the screen's.
